Screening data from PubChem.
USP2a inh = USP2a (human) protease inhibition; O75604; USP2a enzymatic assay, qHTS inhibition; Potency, µM (titrated, usually from 38.3 µM), inactives show at the highest dose activity change, negative = inhibition, usual class: inhibitors; actives 0.1% (n = 60,000); AID 927;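 note: potency is the fitted concentration of half-maximal effect; nearly all actives have a fitted effect of over 60% in size; plate controls were DMSO for no effect and NEM full inhibition control for full effect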
Target sequence (O75604 whole entry, looked up): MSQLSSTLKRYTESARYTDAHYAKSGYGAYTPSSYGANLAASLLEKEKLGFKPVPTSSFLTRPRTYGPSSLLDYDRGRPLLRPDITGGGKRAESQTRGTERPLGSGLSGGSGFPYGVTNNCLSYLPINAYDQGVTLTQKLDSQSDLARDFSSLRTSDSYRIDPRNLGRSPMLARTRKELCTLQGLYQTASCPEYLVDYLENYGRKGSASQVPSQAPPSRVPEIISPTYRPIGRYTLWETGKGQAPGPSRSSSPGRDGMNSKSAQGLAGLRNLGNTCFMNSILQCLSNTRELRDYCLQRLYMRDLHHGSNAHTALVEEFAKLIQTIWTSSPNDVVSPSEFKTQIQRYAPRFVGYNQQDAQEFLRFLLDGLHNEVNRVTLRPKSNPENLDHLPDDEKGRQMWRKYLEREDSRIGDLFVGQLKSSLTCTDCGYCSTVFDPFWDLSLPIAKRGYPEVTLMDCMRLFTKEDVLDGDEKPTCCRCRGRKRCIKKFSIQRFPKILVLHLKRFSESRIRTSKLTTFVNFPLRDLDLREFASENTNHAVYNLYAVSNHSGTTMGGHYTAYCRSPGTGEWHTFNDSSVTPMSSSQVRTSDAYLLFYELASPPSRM
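USP2 core (20nM final) preincubated 30 min RT with compound, then Ub-PLA2 20nM and NBD C6-HPC 20uM final added; buffer 20mM Tris-HCl pH 8.0, 2mM CaCl2. Fluorescence Ex 460/Em 535 read at 0 and 2.5 h; normalized to NEM.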
Caspase-1 inhib = allosteric or competitive inhibitors of human caspase-1; P29466; Caspase-1 enzyme, Ac-WEHD-AFC fluorogenic rate; Potency, µM (top dose mostly 57.5 µM), for the others: at the top dose activity change, negative = inhibition, hits mostly inhibitors; actives 0.03% (n = 75,000);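 note: potency is the fitted concentration of half-maximal effect; plate controls were vehicle for no effect and no substrate for full effect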
Rhodamine fluor = compound fluoresces in the rhodamine spectral region. actives 0.05% (n = 59,000). AID 594. max dye-equivalent concentration, M. Rhodamine-region fluorescence, 547/598 nm, Tris buffer; stronger effect = higher value; in the data active = max dye-equivalent concentration above about 11 nM; inconclusive = between about 1.1 nM and that limit
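A six-point rhodamine series on each plate calibrates the signal. Compounds sit in 100 mM Tris (pH 8.0) for 15 min at ambient temperature before imaging through 547 nm/598 nm filters.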
HADH2 inh = HADH2 (human) dehydrogenase inhibition; Q99714; recombinant HADH2, NADH fluorescence, beta-hydroxybutyryl-CoA; Potency, µM (highest dose often 57.1 µM), for the others: at the top dose activity change, negative = inhibition, actives largely listed as inhibitors; actives 3.4% (n = 73,000); AID 886; note: potency is the fitted concentration of half-maximal effect; % is set by controls: 0 for no effect and ±100 for the full control effect; nearly all actives have a fitted effect of over 60% in size; many of its hits are not listed in these tables
Target sequence (Q99714 whole entry, looked up, one chain of several): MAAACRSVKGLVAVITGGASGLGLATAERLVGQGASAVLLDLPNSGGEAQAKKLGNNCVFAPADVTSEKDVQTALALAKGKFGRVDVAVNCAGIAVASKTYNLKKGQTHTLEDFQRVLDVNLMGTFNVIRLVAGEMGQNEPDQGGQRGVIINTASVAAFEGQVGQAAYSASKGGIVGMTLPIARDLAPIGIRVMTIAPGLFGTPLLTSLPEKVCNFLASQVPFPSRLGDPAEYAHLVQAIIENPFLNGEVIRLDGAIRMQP
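20 nM HADH2 + cpd, 15 min RT; add 1 mM NAD+/90 uM beta-hydroxybutyryl-CoA; kinetic fluorescence 360/450 nm, 4 min. Tris-HCl pH 9.0, 0.01% Tween-20.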
Pol III holo inh = inhibitors of bacterial DNA polymerase III holoenzyme. reconstituted DNA polymerase III holoenzyme replication, biochemical. Potency, µM (titrated, usually from 57.1 µM), without a hit: top-dose activity change, negative = inhibition. actives 0.25% (n = 71,000); note: potency is the fitted concentration of half-maximal effect; % is set by controls: 0 for no effect and ±100 for the full control effect
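Reconstituted *E. coli* holoenzyme (0.35 nM Pol III, 1 nM beta, 154 nM SSB, 2 nM primase) was preincubated with compound for 15 min at RT. Synthesis on 1.4 nM ssM13Gori ran 35 min, then was stopped with PicoGreen/EDTA and read as dsDNA fluorescence.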
ALOX15 inhib = inhibitors of human 15-lipoxygenase (ALOX15); P16050; purified 15hLO-1, xylenol orange hydroperoxide absorbance; Potency, µM (titrated, usually from 57.1 µM), for the others: at the top dose activity change, negative = inhibition, usual class: inhibitors; actives 1.4% (n = 74,000); note: potency is the fitted concentration of half-maximal effect; % is set by controls: 0 for no effect and ±100 for the full control effect; nearly all actives have a fitted effect of over 55% in size
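Purified human 15hLO-1 (40 nM) in 25 mM Hepes pH 7.5, 0.01% Triton X-100, preincubated 15 min RT with compound, then 50 uM arachidonic acid for 6 min. Hydroperoxide read by ferrous/xylenol orange, 30 min; 573/405 nm absorbance ratio gave progress.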
BRCT inh red = inhibitors of human BRCA1 BRCT-phosphoprotein interaction (red fluorophore); Potency, µM (series often up to 76.9 µM), for inactives: at the top dose activity change, negative = inhibition, usual class: inhibitors; BRCT-phosphopeptide binding, red fluorescence polarization; actives 0.03% (n = 75,000); P38398; AID 892; note: % is set by controls: 0 for no effect and ±100 for the full control effect
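Fluorescence polarization: 100 nM His-tagged BRCA1 BRCT with 100 nM TAMRA-labelled phospho-BACH1 decapeptide, phosphate buffer pH 7.3 with 150 mM NaCl, DTT, 0.01% Tween 20; 12 min RT. Binding inhibition seen as FP decrease.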
BRCT inh green = inhibitors of human BRCA1 BRCT-phosphoprotein interaction (green fluorophore) | BRCA1 BRCT-phosphopeptide binding, green fluorescence polarization | Potency, µM (series often up to 76.9 µM), inactives show top-dose activity change, negative = inhibition, actives largely listed as inhibitors | actives 0.05% (n = 75,000);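 note: potency is the fitted concentration of half-maximal effect; plate controls were peptide without protein for full effect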
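Fluorescence polarization: His-tagged BRCT (~35 kDa BRCA1 C-terminus, 250 nM) bound to 100 nM fluorescein-labeled phosphorylated 10-aa BACH1 peptide, pH 7.3 phosphate buffer with DTT and Tween 20. Compounds incubated 12 min at room temperature; inhibition read as lowered polarization.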
Caspase-7 inhib = caspase-7 (human) inhibition, allosteric or competitive. P55210. recombinant caspase-7, Ac-DEVD-AFC fluorescence rate. Potency, µM (top dose mostly 57.5 µM), inactives show top-dose activity change, negative = inhibition, most hits filed as inhibitors. actives 0.02% (n = 75,000). AID 889; active = well fitted inhibition curve with a large enough effect in the main read-out, with a control signal flat, not every such curve was filed as active; inconclusive = small, poorly fitted or top-dose-only effect, or a change in a side signal; note: potency is the fitted concentration of half-maximal effect; % of control where 0% means no effect
HEK293 cAMP ctrl = parental HEK293 cAMP activation (counter-screen) | AID 938 | Potency, µM (top dose mostly 57.1 µM), without a hit: at the highest dose activation, actives largely listed as activators | parental HEK293 CNG cAMP sensor, membrane potential fluorescence | actives 2.5% (n = 73,000); note: potency is the fitted concentration of half-maximal effect; % of control where 0% means no effect; nearly all actives have a fitted effect of over 55% in size
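Parental HEK 293 cells stably expressing a modified CNG channel (no TSHR) report cAMP rise as membrane depolarization. Membrane potential dye with 100 uM RO 20-1724 was loaded for 60 min at room temperature, then compound added for 30 min; fluorescence read at 590 nm.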
Tau fil binding = binds recombinant human tau filaments; recombinant tau filaments, thioflavin S fluorescence, 15 h; filaments grown with octadecylsulfate alongside compound; P10636; Potency, µM (top dose mostly 57.1 µM), for the others: at the highest dose activity change, negative = inhibition; actives 2% (n = 71,000); AID 596;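 note: potency is the fitted concentration of half-maximal effect; % is set by controls: 0 for no effect and ±100 for the full control effect; actives lower thioflavin S fluorescence by blocking filaments or displacing dye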
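His-tagged recombinant human tau (exons 2, 3 and 10 included), 1 uM, was induced to fibrillize by 30 uM sodium octadecylsulfate with compound present. After 15 h at 37 C, thioflavine S fluorescence (ex 450, em 510 nm) was read.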
The depositor's hits bear a star; i = inactive; ? = inconclusive; nt = no result given; & = joins results of further samples; [ ] = dose if it differs, or a comment. Unless noted, calls come from the whole dose curve; as a rule, active = well fitted curve in the direction sought with a large enough effect; inconclusive = small, poorly fitted or top-dose-only effect, or another doubt; inactive = no such curve, though single readings can be large; an effect the other way counts as inactive or inconclusive.

structure	USP2a inh	Caspase-1 inhib	Rhodamine fluor	HADH2 inh	Pol III holo inh	ALOX15 inhib	BRCT inh red	BRCT inh green	Caspase-7 inhib	HEK293 cAMP ctrl	Tau fil binding
O=C(O)[C@H]1CCCN(CCC=C(c2ccccc2)c2ccccc2)C1	4%	2%&2%	i	?	0%&0%	-22%[25.6 µM]	0.5%&0.6%	-6.1%&-3.8%	-1%&0%	18%&15%	4%&-8%
Brc1ccc(CSc2nnc(-c3cnccn3)n2Cc2ccco2)cc1	9%	-3%	i	-11%	-4%	-20%	-3.2%	-1.6%	-4%	20µM*	2%
Cn1cccc1C(=O)N1CCC[C@@]2(CCN(Cc3ccc(C#N)cc3)C2)C1	23%	-4%	i	6%	-9%	-1%	-3.3%	-2.9%	-3%	10%	-7%
COC(=O)C(C)Sc1nnc(Cc2cc(=O)[nH]c(=O)[nH]2)n1-c1ccc(OC)cc1 (stereo not drawn)	nt	-4%	nt	11%	5%	9%	0.1%	-1.0%	-4%	?	3%
CCn1c(COc2ccccc2C)nnc1SCC(=O)Nc1cc(C)on1	2%	-1%	i	-4%	1%	8%	0.9%	-2.4%	1%	-3%	-6%
COc1cccc(-n2c(SCC(=O)NC3CCCCC3)nc3n[nH]c(C)c3c2=N)c1	38%[activator]	-2%	i	7%	2%	-4%	-1.6%	0.0%	-5%	6%	5%
O=S1(=O)C=CC(Nc2cccc(Cl)c2)C1 (stereo not drawn)	-6%	0%	i	4%	1%	1%	1.6%	-0.1%	1%	-5%	4%
COC(=O)c1ccccc1S(=O)(=O)N(Cc1ccco1)Cc1cc2cc(OC)ccc2[nH]c1=O	19%	-10%	i	-27%	-2%	-25%	-1.1%	0.5%	2%	21%	24%
Cc1cc(=O)oc2cc(OCC#N)ccc12	nt	1%	nt	-22%	-6%	-2%	-0.3%	-0.9%	-1%	8%	-3%
CC(=O)c1c(N2CCCCC2)nc(=O)n(-c2ccccc2)c1C	0%	-2%	i	2%	0%	9%	-0.3%	-2.7%	-3%	-4%	22%
Cc1ccc(-c2nnn(CC(=O)NCc3ccccc3)n2)c(-n2cnnn2)c1	-7%	-1%	i	-2%	15%	-5%	-0.4%	-2.0%	-1%	9%	6%
CCOc1ccc(C(=O)N2CCN(c3ccccc3)CC2)cc1OCC	nt	-2%	nt	7%	nt	?	-0.5%	-0.8%	-3%	1%	nt
Cc1nc(N2CCOCC2)c2nc(-c3ccccc3)n(CCN3CCCCC3)c2n1	nt	3%	nt	10%	-2%	8%	-1.2%	-0.9%	-2%	9%	7%
Cc1cc(-c2nnc3n2N=C(c2ccc(-c4ccccc4)cc2)CS3)n[nH]1	37%[activator]	-3%	i	-8%	-8%	-12%	0.7%	-5.1%	-9%	32µM*	nt
COc1ccc(C2CC(c3cc(Br)ccc3F)n3nnnc3N2)cc1 (stereo not drawn)	29%	-3%	i	9%	5%	-6%	-1.1%	-0.8%	-17%	6%	9%
Nn1c(SCC(=O)NC2CCCCC2)nnc1-c1ccccc1	3%	0%	i	-1%	-3%	-1%	0.3%	0.2%	2%	7%	4%
CS(=O)(=O)N(CC(=O)NCCSC1CCCCC1)c1ccc2c(c1)OCO2	9%	-1%	i	-7%	-9%	-1%	1.7%	-0.7%	1%	?	102%
COc1ccc(C)cc1N	nt	-1%	nt	1%	-7%	-21%	-0.4%	-0.8%	-2%	8%	-1%
CC(CCN)(CCN)[N+](=O)[O-]	nt	3%[11.5 µM]	i	11%[11.4 µM]	-3%[11.4 µM]	5%[11.4 µM]	-1.5%[15.4 µM]	0.1%[15.4 µM]	0%[11.5 µM]	8%[11.4 µM]	-6%[11.4 µM]
CCC(=O)Nc1sc2c(c1C(N)=O)CCC2	-11%	0%	i	-5%	-4%	5%	1.2%	-1.5%	-3%	0%	-11%
Cc1cc2nnc(SCC(=O)NCc3cccs3)n2c(N)n1	-5%	-2%	i	1%	-5%	-4%	1.3%	0.7%	1%	8%	-6%
Cc1ccc(-n2c(C)nc3oc4ccccc4c(=O)c3c2=O)cc1	20%	-1%	i	-11%	-23%	-18%	-6.0%	-1.3%	-17%	6%	-23%
O=C(Nc1ccc(N2CCCC2)cc1)c1cccc(F)c1	-5%	-9%	i	8%	0%	1%	1.3%	-0.3%	-9%	?	-42%
Cn1c(=O)[nH]c(=O)c2c1nc(NCCCn1ccnc1)n2Cc1cccc(Br)c1	-7%	0%	i	-17%	-4%	?	1.0%	-1.1%	0%	20%	-9%
O=C(CSc1nccn1-c1cccc(Cl)c1)NC1CCCC1	4%	-2%	i	-5%	-3%	10%	1.4%	0.5%	2%	16%	8%
O=C(c1cc2cc(Cl)ccc2oc1=O)N1CCOCC1	-5%	0%	i	-1%	-10%	6%	1.4%	-2.0%	0%	-53%[inhibitor]	-21%
Cc1cccc(-c2nsc(SCC(=O)Nc3cc(C)on3)n2)c1	3%	-1%	i	?	1%	1%	-0.1%	-1.7%	0%	15%	23%
Cc1nc(NC2=NCN(C3CCCCC3C)CN2)nc2ccccc12 (stereo not drawn)	1%	1%	i	3%	-9%	8%	0.4%	1.2%	0%	7%	0%
Cc1ccc(C(=O)Nc2ccccc2NC(=O)c2ccc(C)o2)o1	4%	0%	nt	-11%	-1%	-5%	-2.4%	-0.6%	2%	14%	-16%
O=C(CSCc1c(F)cccc1Cl)NCc1ccco1	0%	1%	i	-3%	-3%	0%	0.5%	0.8%	-2%	8%	8%
COc1ccc(NC(=O)CS(=O)CC(=O)NCc2cccc(C(F)(F)F)c2)cc1 (stereo not drawn)	33%[activator]	0%	i	10%	-6%	-12%	-1.4%	-2.3%	1%	1%	5%
COCCN(CCOC)Cc1c(C)[nH]c2c(C)c(C)ccc2c1=O	4%	-2%	nt	-9%	-2%	10%	-1.4%	-2.5%	1%	-5%	5%
CCOC(=O)C1CCN(C(=O)CCNC(=O)Cn2ccc3ccccc3c2=O)CC1	-6%	1%	i	6%	-6%	-5%	-2.3%	-1.6%	0%	0%	-8%
O=C(CCn1nnc(-c2cccs2)n1)NCc1ccccc1Cl	4%	0%	i	-2%	0%	-4%	-3.7%	1.0%	-1%	12%	-7%
CCn1c(Cc2ccccc2)nnc1SCC(=O)Nc1nc(C)c(C)s1	-2%	1%	i	7%	-5%	-1%	0.7%	3.6%	-7%	20%	0%
CCOC(=O)c1[nH]nc(C(=O)c2ccc(Br)cc2)c1O	22%	0%	i	-8%	4%	-13%	-2.4%	-1.1%	2%	-12%	-12%
O=C(NCCc1c[nH]c2ccccc12)C1Cc2ccccc2CN1C(=O)c1ccco1 (stereo not drawn)	49%[activator]	0%	i	0%	8%	-9%	-3.2%	0.9%	-9%	11%	-5%
c1ccc(NN(Cc2cnccn2)c2ccccc2)cc1	nt	1%[11.5 µM]	i	-6%[11.4 µM]	-1%[11.4 µM]	-15%[11.4 µM]	-0.8%[15.4 µM]	-1.6%[15.4 µM]	2%[11.5 µM]	0%[11.4 µM]	5%[11.4 µM]
Cc1c(C(=O)Nc2ccc3c(c2)OCCO3)sc2nc(-c3ccccc3)cn12	32%[activator]	-9%	i	-21%	-2%	-11%	-2.4%	1.0%	-3%	?	119%
CCOc1ccc(N(CC(=O)N2CCN(c3ccccc3)CC2)S(=O)(=O)c2c(C)noc2C)cc1	nt	-5%	nt	4%	2%	-9%	-0.4%	-1.8%	-3%	19%	37%
O=C(NCC1COc2ccccc2O1)c1ccc(Cl)cc1 (stereo not drawn)	4%	0%	i	-4%	1%	-6%	1.5%	-0.2%	0%	?	6%
O=C(O)[C@H](Cc1cc(I)c(O)c(I)c1)C1CCCCC1	nt	-6%[11.5 µM]	i	-16%[11.4 µM]	-13%[11.4 µM]	1%[11.4 µM]	1.1%[15.4 µM]	-1.3%[15.4 µM]	0%[11.5 µM]	3%[11.4 µM]	14%[11.4 µM]
CCOC(=O)c1nnn(-c2nonc2N)c1CNc1ccccc1	9%	-1%	i	1%	-3%	-3%	-2.3%	1.2%	-1%	12%	-7%

Only part of the results is shown. The share of hits here may be higher or lower than overall.
